Assay outcomes (PubChem BioAssay)
SUMO1 PPI mod: modulators of SUMO1 protein-protein interactions, primary screen, biochemical, uHTS; SUMO1 binding to a labelled peptide, TR-FRET, 1 h; inhibition, % at 20 µM; Small ubiquitin-related modifier 1 (Homo sapiens), P63165; 360,000 compounds, 0.33% hits; in the data active = inhibition above about 37%
Target sequence (P63165 whole entry, looked up): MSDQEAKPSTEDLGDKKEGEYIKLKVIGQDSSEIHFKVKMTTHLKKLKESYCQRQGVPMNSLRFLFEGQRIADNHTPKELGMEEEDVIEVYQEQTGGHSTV
Scp-1 inhibitor: Scp-1 phosphatase inhibitors, primary screen, biochemical, colorimetric, uHTS; Recombinant Scp1, phosphopeptide, malachite green phosphate absorbance; inhibition, % at 20 µM; 340,000 compounds, 0.88% hits;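 active = inhibition above about 50% at 20 µM, limit read from the data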;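 also: plate controls were DMSO wells with enzyme for no effect and wells lacking enzyme for full effect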
Target sequence (Q9GZU7 76-261 limits assumed): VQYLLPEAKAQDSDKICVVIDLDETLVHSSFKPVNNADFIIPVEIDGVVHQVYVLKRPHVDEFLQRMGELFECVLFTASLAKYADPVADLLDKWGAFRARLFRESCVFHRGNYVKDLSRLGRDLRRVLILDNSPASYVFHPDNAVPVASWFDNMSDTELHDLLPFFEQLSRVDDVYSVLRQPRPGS
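Times: enzyme reaction 45 min at room temperature, colour 5 min, stabilisation 30 min. Material: SCP-1 catalytic fragment, aa 76-261. Medium: Acidic Tris acetate buffer with magnesium and detergent. Signal: colorimetric free-phosphate detection, absorbance 630 nm. Read-out basis: % inhibition of SCP-1 phosphate liberation. Reagent: Phosphorylated 17-residue peptide substrate.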
SKN-1 inh: suppressors of acrylamide-induced Pgst-4::GFP reporter in worms, primary screen, SKN-1 inhibitor project, whole organism, uHTS, GFP/RFP fluorescence ratio, strain VP596; AID 624304, 2012; 360,000 compounds, 0.49% hits; inhibition, % at 21.8 µM; C. elegans VP596 Pgst-4::GFP/RFP ratio, 24 h;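 active = interference check ratio from 0.5 to 1.5 plus GFP to RFP signal ratio inhibition reaching or exceeding a fixed threshold, cut at about 30% in these data, passing the limit was not always enough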; also: some compounds called inactive have numbers as strong as hits
DNMT1 block: human DNMT1 methyltransferase inhibitors, primary screen, biochemical, molecular beacon, fluorescence, HinP1I cleavage, uHTS | DNA (cytosine-5)-methyltransferase 1 (Homo sapiens), P26358 | inhibition (reported as % activation of signal), % at 10 µM | 360,000 compounds, 0.83% hits | AID 588458, 2011; in the data active = inhibition above about 50%
LMPTP inh: LMPTP phosphatase inhibitors, primary screen, biochemical, fluorescence intensity, uHTS. Low molecular weight phosphotyrosine protein phosphatase (Homo sapiens), P24666. recombinant LMPTP-A, OMFP fluorogenic substrate. inhibition, % at 20 µM. 360,000 compounds, 0.22% hits. AID 651560, 2012;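 active = compounds that cut the enzyme signal by at least half of the control window in the single-dose screen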;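 also: plate controls were DMSO wells with enzyme plus substrate for no effect and substrate without enzyme for full effect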
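Test system: LMPTP-A, protein tyrosine phosphatase of low molecular weight; Input: 0.625 nM enzyme; Incubation: 50 min dark incubation at room temperature; Signal: endpoint fluorescence intensity from OMFP dephosphorylation; Read-out basis: % inhibition versus control wells.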
NRP1-CendR mod: modulators of CendR peptide binding to NRP-1, primary screen, biochemical, fluorescence polarization, uHTS; FAM-RPARPAR peptide binding to NRP-1; inhibition, % at 25 µM; 360,000 compounds, 0.85% hits;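 active = inhibition or corrected inhibition above about 18%, plus a signal ratio from 0.5 to 1.5, limit read from the data, passing the limit was not always enough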; also: strong numbers were not always called active
NadD inh: inhibitors of S. aureus NadD, primary screen, biochemical, colorimetric, uHTS; inhibition, % at 20 µM; 360,000 compounds, 0.78% hits; Nicotinate-nucleotide adenylyltransferase NadD (Staphylococcus aureus N315); purified NadD enzyme, colorimetric absorbance read-out; in the data active = inhibition above about 26%; also: some compounds past the cut are filed as inactive
STEP block: STEP phosphatase inhibitors, primary screen, biochemical, fluorescence intensity, uHTS; recombinant STEP, OMFP fluorogenic substrate; 360,000 compounds, 0.25% hits; Tyrosine-protein phosphatase non-receptor type 5 (Homo sapiens), P54829; inhibition, % at 20 µM;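 active = inhibition at 20 µM, scaled per plate between control wells, above about 37%, limit read from the data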;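 also: 0% = DMSO with enzyme and substrate and 100% = substrate only without enzyme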
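System: isolated STEP enzyme; schedule: 20 min enzyme reaction at room temperature, protected from light; medium: Bis-Tris buffer pH 6.0, 2.5 mM DTT, 0.005% Tween 20; signal: fluorescence, 480/540 nm; dosing: single compound dose of 20 µM, 1% DMSO final; also added: OMFP substrate, 25 µM final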
Tb MetRS inh: T. brucei MetRS inhibitors, primary screen, biochemical, luminescence. inhibition, % at 11.9 µM. 360,000 compounds, 0.4% hits. methionyl-tRNA synthetase (Trypanosoma brucei brucei). purified T. brucei MetRS, ATP depletion, Kinase-Glo luminescence;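 active = inhibition above a per-plate cutoff of the control wells' mean inhibition plus 3 SD, cut at about 5.5% in these data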;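 also: 0% = DMSO wells median and 100% = median of wells with control inhibitor compound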
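Dosing: 11.9 µM single point; system: parasite MetRS enzyme; technique: luminescence of leftover ATP; times: 15 min enzyme-compound preincubation, 2 h reaction, 10 min detection, 25 °C; replicates: each compound tested once; read-out basis: percent inhibition relative to median high and low control wells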
Neddyl block: inhibitors of cullin neddylation, primary screen, biochemical, TR-FRET, uHTS, NAE and Ubc12 | NEDD8-conjugating enzyme Ubc12 (Homo sapiens) + NEDD8-activating enzyme E1 regulatory … | calls only at 25 µM | 360,000 compounds, 0.58% hits | AID 651699, 2012; in the data active = inhibition above about 36%
Target sequence (P61081 whole entry, looked up): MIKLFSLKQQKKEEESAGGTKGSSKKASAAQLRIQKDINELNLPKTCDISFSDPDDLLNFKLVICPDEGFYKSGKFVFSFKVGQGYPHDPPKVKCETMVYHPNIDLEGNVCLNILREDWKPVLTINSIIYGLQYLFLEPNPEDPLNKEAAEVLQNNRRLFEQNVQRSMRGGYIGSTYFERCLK
Target sequence (Q13564 whole entry, looked up): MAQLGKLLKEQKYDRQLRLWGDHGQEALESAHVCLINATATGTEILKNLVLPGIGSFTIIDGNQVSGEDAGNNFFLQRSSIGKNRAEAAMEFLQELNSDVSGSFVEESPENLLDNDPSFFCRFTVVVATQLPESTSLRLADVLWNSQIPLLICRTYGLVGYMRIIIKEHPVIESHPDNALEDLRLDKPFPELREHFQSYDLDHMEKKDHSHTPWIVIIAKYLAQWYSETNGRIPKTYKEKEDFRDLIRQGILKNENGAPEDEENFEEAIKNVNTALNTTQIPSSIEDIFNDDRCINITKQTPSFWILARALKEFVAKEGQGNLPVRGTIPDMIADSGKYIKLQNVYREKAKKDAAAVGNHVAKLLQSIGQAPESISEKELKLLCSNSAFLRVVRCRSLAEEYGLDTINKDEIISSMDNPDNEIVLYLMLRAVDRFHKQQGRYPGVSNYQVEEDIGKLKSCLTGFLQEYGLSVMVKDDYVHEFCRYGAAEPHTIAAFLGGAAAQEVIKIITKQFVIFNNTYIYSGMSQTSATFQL
An asterisk follows results filed as active; i = inactive; x = no result given; & = joins results of further samples. No enrichment for hits (roughly 4.6% active in at least one column).

SMILES | SUMO1 PPI mod | Scp-1 inhibitor | SKN-1 inh | DNMT1 block | LMPTP inh | NRP1-CendR mod | NadD inh | STEP block | Tb MetRS inh | Neddyl block
O=[N+]([O-])c1cccc(S(=O)(=O)c2ccc(N3CCCCC3)c([N+](=O)[O-])c2)c1 | -13 | -13 | 10 | -1 | 2.2 | 6 | -8 | 4 | -0.4 | i
Cn1c(CNC(=O)OC(C)(C)C)nnc1SCC(=O)N1CCOCC1 | 1 | -6 | -4 | 1 | -1.9 | 18 | -3 | -1 | -0.2 | i
Cn1c(SCC(=O)Nc2sccc2C(N)=O)nnc1-c1ccncc1 | 3 | -6 | 4 | 1 | 2.1 | 3 | 1 | 0 | -0.4 | i
CCC(C)NC(=O)c1ccc(N2CCC3(CC2)OCCO3)c([N+](=O)[O-])c1 (stereo not drawn) | -23 | -4 | 6 | 3 | -0.2 | -4 | -4 | -2 | 0.0 | i
COc1ccc(-c2csc(NC(=S)NC(=O)/C=C/c3ccc(C(C)C)cc3)n2)cc1OC | 2 | -12 | 1 | -4 | 3.6 | 14 | 6 | 2 | 0.2 | i
Cc1ccc(S(=O)(=O)NC(c2ccccc2)C(C)C(=O)n2nc(C)cc2C)cc1 (stereo not drawn) | -2 | 2 | -5 | -1 | 0.4 | 11 | -4 | -2 | -0.7 | i
COc1cc(C(=O)Nc2cccc(-c3nnc(-c4ccco4)o3)c2)ccc1OC(C)=O | 22 | -10 | 35 | -1 | 0.9 | -5 | -6 | 3 | -0.2 | i
Cn1c(=O)c([N+](=O)[O-])c(NCCCn2ccnc2)c2ccccc21 | -1 | -11 | -13 | 1 | 0.7 | 6 | -3 | 2 | -0.3 | i
CCn1c(=O)c2ccccc2n(CC(=O)NCCC2=CCCCC2)c1=O | -1 | 30 | 9 | 0 | 0.3 | 4 | 1 | 1 | -0.8 | i
Nc1c(Br)cc(Br)cc1CNC1CCC(O)CC1 (stereo not drawn) | -4&2 | -6&-14 | 28&-4 | 1&1 | 0.1&-0.4 | -11&-11 | 0&1 | -1&5 | -0.2&0.6 | i
CCOc1ccc(N2C(=O)C3C(C2=O)C3(c2ccccc2)c2ccccc2)cc1 (stereo not drawn) | -4 | 42 | 11 | -1 | 1.1 | -11 | -7 | 1 | -0.5 | i
CC(C)CNC(=O)C1CCCN(S(=O)(=O)c2ccc(-n3cnnn3)cc2)C1 (stereo not drawn) | 3 | -9 | 19 | 4 | -0.4 | -2 | 5 | -1 | -0.3 | i
O=C(NCc1ccco1)C(c1ccco1)N(Cc1cccs1)C(=O)Cn1nnc2ccccc21 (stereo not drawn) | 2 | -8 | 8 | -1 | -0.1 | 10 | -8 | -3 | 0.5 | i
N#Cc1ccc(C(C(=O)NC2CCCCC2)n2c(=O)c(-c3ccccc3)nc3ccccc32)cc1 (stereo not drawn) | -18 | x | -4 | x | 1.1 | -3 | x | x | 0.2 | i
CC1CCc2sc(C(=O)N/N=C/c3ccc(O)cc3)cc2C1 (stereo not drawn) | 3 | -1 | -5 | -4 | 4.3 | -16 | -1 | 0 | 0.1 | i
CC1(C)CC(CCN)(Cc2ccccc2Cl)CCO1 (stereo not drawn) | -1 | -10 | 23 | -4 | 0.6 | -4 | 6 | 0 | -0.3 | i
Cn1c(N)c(C(=O)COC(=O)c2cc(C3CC3)nc3ccccc23)c(=O)n(Cc2ccccc2)c1=O | -2 | 0 | 15 | -19 | 3.2 | -9 | 43* | -2 | -0.3 | i
CC1CC(C)CN(S(=O)(=O)c2ccc(NC(=O)C3CC(=O)N(Cc4ccccc4)C3)cc2)C1 (stereo not drawn) | -5 | -5 | 5 | -60 | 1.5 | 9 | 2 | 0 | -0.4 | i
CCOc1nc(-c2ccccc2Cl)nc2ccccc12 | -2 | -11 | 11 | 10 | 1.1 | -2 | -4 | 0 | -0.9 | i
CC(OC(=O)C1CC1)C(=O)Nc1ccc([N+](=O)[O-])cc1Cl (stereo not drawn) | -30 | -7 | 3 | 1 | -1.3 | -4 | -6 | -2 | -0.4 | i
O=C(CSc1nnnn1-c1ccccc1)Nc1ccccc1 | 1 | -2 | 4 | 1 | -0.4 | 2 | -4 | -2 | -0.8 | i
CCNC(=O)c1ccc(NS(=O)(=O)c2ccc3[nH]c(=O)[nH]c3c2)cc1 | 0 | -8 | 2 | 0 | -1.5 | -6 | 2 | -1 | 0.5 | i
COc1ccc2c(c1)-c1nc(/N=C/c3cccc(OC)c3O)sc1CC2 | -10 | -7 | 12 | -10 | 1.5 | -8 | -4 | 0 | -0.4 | i
Cc1cccc(N2CCN(C(=O)c3cc(COc4ccc(F)c(F)c4)on3)CC2)n1 | -8 | -3 | -1 | 2 | 1.8 | 2 | -1 | 1 | 0.7 | i
CCN(CC(=O)NCc1cccs1)S(=O)(=O)c1cc(NC(C)=O)ccc1OC | 0 | 22 | 7 | 11 | 2.2 | 3 | -5 | 9 | -0.6 | i
Cc1ccc(C)c(N2CCN(CC3CCCCC3)CC2)c1 | 3 | -12 | 7 | 1 | -2.2 | 4 | -8 | -2 | -0.3 | i
NC(=O)c1nsc(C(=O)N(c2ccccc2F)C(C(=O)NCc2ccc(F)cc2)c2ccc(O)cc2)c1N (stereo not drawn) | -13 | -7 | 30 | -6 | 1.0 | -5 | -3 | -3 | -0.3 | i
CCC(C)N1C(=O)CCC1C(=O)NCc1ccc2c(c1)OCO2 (stereo not drawn) | 1 | -5 | 8 | 3 | -1.1 | 12 | -3 | 0 | 0.2 | i
COc1ccc(NC(=O)CN2CCC(C(=O)c3ccc(F)cc3)CC2)c(OC)c1 | 4 | -7 | -2 | -4 | 0.7 | -1 | -7 | 1 | -0.8 | i
FC(F)(F)c1ccccc1Cc1c(-c2ccccc2)nc2ccc(Cl)cn12 | 4 | x | 17 | -5 | 1.5 | -4 | 5 | -1 | -1.0 | i
COc1ccc(/C=C/C(=O)Nc2cccc(N3CCOCC3)c2)cc1OC | -10 | -11 | 9 | -5 | 0.4 | -16 | -3 | -1 | 0.3 | i
O=C(CCc1nc2ccccc2c(=O)[nH]1)Nc1cc(Cl)ccc1N1CCCC1 | 3 | -2 | -3 | 1 | -0.1 | -5 | 6 | 0 | -0.2 | i
CCOC(=O)N1CCN(CC(O)COc2c(C)cc(C)cc2C)CC1 (stereo not drawn) | -1 | 8 | -18 | 1 | -1.6 | -6 | 3 | -3 | -1.7 | i
Nc1cc(=O)[nH]c(SCc2nnnn2-c2ccc(Cl)cc2)n1 | 2 | -2 | 3 | -3 | -1.8 | -7 | 8 | -1 | 0.0 | i
COc1cc(/C=N/NC(=O)c2ccncc2)cc2c1OCO2 | -15 | -3 | -6 | 1 | -0.3 | -1 | -4 | -2 | -1.4 | i
CCOc1ccc(C(=O)Nc2ccc3c(c2)OCO3)cc1OCC | 5 | -2 | -3 | 0 | 0.1 | 1 | -4 | -1 | -0.4 | i
CCOc1ccc(C(=O)NCC(=O)NNC(=O)CN(C)S(=O)(=O)c2ccc(Cl)cc2)cc1OCC | 24 | -4 | 8 | 0 | -1.4 | -11 | -3 | 1 | -0.2 | i
CCn1c(NCc2ccccc2NS(=O)(=O)c2ccc(C)cc2)nc2ccccc21 | 3 | 2 | 14 | -13 | 3.6 | 2 | 12 | -1 | -0.1 | i
Cn1c(O)c(N=NC(=O)CNC(=O)c2cccnc2)c2ccccc21 | -30 | -4 | 7 | -1 | 0.4 | 4 | -5 | 0 | 0.2 | i
Cc1sc2nc(SCC(=O)Nc3cccc(S(N)(=O)=O)c3)[nH]c(=O)c2c1C | 15 | -6 | 12 | -6 | -0.2 | -28 | 5 | 12 | -0.1 | i
COc1cccc(-c2cc(C(=O)N3CC4(C)CC3CC(C)(C)C4)no2)c1 (stereo not drawn) | 1 | -8 | -12 | -5 | 5.0 | 16 | -8 | 5 | -0.4 | i
C=CCNc1nc(-c2cc3ccccc3o2)cs1 | -12 | -6 | 13 | -28 | 1.0 | -7 | -1 | 0 | -0.8 | i
Cc1cc2cc3c(=O)[nH]c(=O)cc-3n(CC(O)C(O)C(O)CO)c2cc1C (stereo not drawn) | -53 | x | 82 | -12 | 3.6 | -112 | -5 | 2 | -0.1 | i
COc1ccc(N/C=C/C(=O)c2sc(-c3ccccc3)nc2C)cc1 | -14 | -7 | 29 | -11 | 3.4 | -68 | 1 | 2 | -1.0 | i
Cc1cc(=O)[nH]c(SC(C(=O)O)c2ccccc2)n1 (stereo not drawn) | -1 | 2 | -5 | 1 | -4.3 | 8 | 1 | 3 | -0.7 | i
NC(=NCc1ccccc1)NN=Cc1ccnc2ccccc12 | -25 | x | 0 | 9 | 9.5 | -1 | 6 | 5 | 7.1* | i
CC(C)(C)NCC(O)COc1cccc2c1CCC(=O)N2 (stereo not drawn) | 3 | -4 | 3 | 0 | -0.4 | 3 | -1 | -1 | -0.9 | i
Cc1cc(C)c(NC(=O)COC(=O)C2CCCO2)c(C)c1 (stereo not drawn) | 3 | -10 | 5 | 0 | -0.3 | -6 | 7 | -1 | -0.1 | i

4 entries already listed, ordered by molecular weight, ascending:
SMILES | SUMO1 PPI mod | Scp-1 inhibitor | SKN-1 inh | DNMT1 block | LMPTP inh | NRP1-CendR mod | NadD inh | STEP block | Tb MetRS inh | Neddyl block
Cc1cc(C)c(NC(=O)COC(=O)C2CCCO2)c(C)c1 (stereo not drawn) | 3 | -10 | 5 | 0 | -0.3 | -6 | 7 | -1 | -0.1 | i
CC(C)(C)NCC(O)COc1cccc2c1CCC(=O)N2 (stereo not drawn) | 3 | -4 | 3 | 0 | -0.4 | 3 | -1 | -1 | -0.9 | i
NC(=NCc1ccccc1)NN=Cc1ccnc2ccccc12 | -25 | x | 0 | 9 | 9.5 | -1 | 6 | 5 | 7.1* | i
Cc1cc2cc3c(=O)[nH]c(=O)cc-3n(CC(O)C(O)C(O)CO)c2cc1C (stereo not drawn) | -53 | x | 82 | -12 | 3.6 | -112 | -5 | 2 | -0.1 | i
